VIM-2 inhibitor: inhibitors of Pseudomonas aeruginosa VIM-2 metallo-beta-lactamase; AID 1527; purified VIM-2, nitrocefin hydrolysis, epi-absorbance fluorescence; 0.89% of 290,000 active; inhibition, % at 5.6 µM;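 active = inhibition above the mean of all tested compounds plus 3 SD, cutoff set per screening run, cut at about 7.5% in these data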;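 note: red hydrolysis product quenches plate fluorescence so inhibitors raise well fluorescence; 0% = enzyme with DMSO and 100% = DMSO without enzyme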
SUMO HTRF inh: blocks human SUMOylation mediated by UBC9; AID 2006; inhibition, % at 35 µM; 0.36% of 290,000 active; HTRF SUMOylation assay, SAE1/SAE2 + UBC9, in vitro; P63279; in the data active = inhibition above about 50%, passing the limit was not always enough; note: strong numbers were not always called active
pCIP destab: p/CIP protein destabilization | decrease of EGFP signal, % at 10 µM | 0.01% of 290,000 active | F442A p/CIP-EGFP cells, EGFP fluorescence, 16 h | Q05BA5;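 active = EGFP signal decrease of at least 30% at 10 µM or well 3 SD below plate mean, unless failing retest; inactive = the rest, including hits failing retest or dose response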; note: some compounds called inactive have numbers as strong as hits; many of its hits are not listed in these tables
NS3 helicase inh: HCV NS3 helicase inhibition; NS3 helicase DNA unwinding, Cy5 molecular beacon fluorescence; inhibition, % at 10.9 µM; 0.56% of 290,000 active; AID 1800;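 active = inhibition above the mean of all tested compounds plus 3 SD, set per campaign, cut at about 35% in these data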;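 note: 0% = DMSO wells and 100% = thioflavine S control wells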
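assay system = NS3 helicase fragment of HCV | buffer or medium = MOPS pH 6.5, MgCl2, DTT, Tween20, BSA | timing = 60 min unwinding reaction at 25 °C after ATP addition | signal = Cy5 beacon fluorescence read at start and 1 h | read-out basis = % inhibition of unwinding | control set = low DMSO, high thioflavine S at 110 µM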
FID counter: counter-screen for HCV NS3 helicase inhibitors: DNA intercalator displacement; DNA fluorescent intercalator displacement, fluorescence; inhibition, % at 7.9 µM; 0.17% of 290,000 active; AID 1845; in the data active = inhibition above about 37%;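 note: 0% = vehicle and 100% = reference compound; higher means more ethidium bromide displaced from hairpin DNA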
MEKK3 PB1 HTS: MEKK3-MEK5 PB1 interaction, increase or decrease; Q99759; bead-based flow cytometry, Alexa488-MEK5 binding to MEKK3; actives lie on both sides; 0 = blocked by unlabeled MEK5, 100 = vehicle; binding response (% of control), % at 10 µM; 1.4% of 290,000 active;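 active = binding response more than 3 SD above or below the average of its plate-row segment, actives on both sides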;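 note: Alexa488 bead fluorescence after subtracting the streptavidin-only scavenger bead signal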
IDE cell activ: IDE (human) activation, cell-based; P14735; HEK cells, FAbeta-B cleavage, fluorescence polarization; 0% vehicle, 100% cell-free pure enzyme wells; activation, % at 5.96 µM; 0.073% of 340,000 active;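 active = activation above the mean of all tested compounds plus 3 SD, set per screening campaign, cut at about 17% in these data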
IMP-1 inh: blocks Pseudomonas aeruginosa IMP-1 metallo-beta-lactamase | purified IMP-1, nitrocefin hydrolysis, epi-absorbance fluorescence | inhibition, % at 5.6 µM | 0.45% of 290,000 active | AID 1556;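 active = inhibition above the mean plus 3 SD of all compounds in the same screening run, cut at about 4.5% in these data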;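 note: 0% = IMP-1 with DMSO and 100% = DMSO wells lacking enzyme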
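System: purified IMP-1; amount: IMP-1 0.2 nM before substrate addition; compound: single dose, 5.6 µM; times: 25 °C, 15 min preincubation, 25 min reaction; signal: Epi-absorbance via hydrolysed-nitrocefin quenching of white-plate fluorescence, 480/530 nm, EDTA stop; benchmarks: DMSO with and without IMP-1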
PHOSPHO1 block: PHOSPHO1 (human) inhibition | Q8TCT1 | inhibition, % at 13.3 µM | 1.1% of 290,000 active | recombinant PHOSPHO1, absorbance phosphatase assay; in the data active = inhibition above about 60%
* marks the source's active call; other numbers are inactive results; · = no result given. Some of the compounds tested (hit frequency here may not be typical).

No. | molecule | VIM-2 inhibitor | SUMO HTRF inh | pCIP destab | NS3 helicase inh | FID counter | MEKK3 PB1 HTS | IDE cell activ | IMP-1 inh | PHOSPHO1 block
1 | CCOc1cc(N2CCOCC2)c(OCC)cc1NC(=O)Cc1cn2ccsc2n1 | -3.4 | 16 | -13 | 9 | -23 | 94 | 3 | -2.5 | 1
2 | Cc1ccc(NC(=O)Cn2cc(C=O)c3ccccc32)cc1C | -1.8 | 6 | 28 | -2 | -5 | 99 | 3 | -2.0 | ·
3 | Cc1ccc(C)c(C(=O)CCC(=O)Nc2ccc(F)cc2)c1 | -2.2 | -1 | 1 | -4 | -7 | 106 | 3 | -2.0 | 39
4 | N#Cc1c(N)nc2c3c(sc(=N)c2c1N)NC(=O)CC3c1ccccc1Cl (configuration not stated) | -4.3 | 15 | -10 | 0 | -3 | 100 | -1 | -1.8 | 3
5 | CCOc1ccccc1OCC(=O)NNC(=S)NC1CCCCC1 | -4.4 | -10 | -6 | -5 | -20 | 102 | -6 | -3.4 | 34
6 | CCO[C@H]1OC(C(=O)O)=C[C@@H](c2ccc(C(F)(F)F)cc2)[C@@H]1CCCO | -0.7 | 17 | -10 | 4 | -18 | 106 | 3 | -2.1 | 36
7 | Cc1[nH]n(-c2ccccc2)c(=O)c1C(c1ccc(C(=O)O)cc1)c1c(C)[nH]n(-c2ccccc2)c1=O | -4.4 | 76 | 1 | -1 | -10 | 98 | 0 | -2.1 | 19
8 | Nc1ncnc(Nc2ccccc2Cl)n1 | -2.5 | 14 | -13 | 3 | -2 | 96 | 1 | -2.1 | 25
9 | CCOC(=O)c1c(C)[nH]c(C)c1S(=O)(=O)NC1CCN(C(=O)OCC)CC1 | -6.0 | 2 | 12 | 0 | -21 | 100 | 1 | -2.5 | 44
10 | COc1ccccc1/C=C/CN1CCCCC1 | -1.7 | 5 | -2 | 17 | 1 | 101 | 1 | -1.8 | -167
11 | Cn1c(=O)oc2cc(S(=O)(=O)N3CCC(C(=O)N4CCN(c5ccccc5)CC4)CC3)ccc21 | 0.5 | -3 | 0 | -12 | -4 | 112 | -3 | -1.9 | -14
12 | Cc1ccc(CNC(=O)C2(NC(=O)Nc3ccc(C)cc3)CCCCC2)cc1 | -3.9 | 24 | -22 | -5 | -13 | 102 | 0 | -2.7 | 12
13 | Cc1ccc([N+](=O)[O-])cc1NC(=O)C1CCN(S(C)(=O)=O)CC1 | -3.4 | 10 | -9 | -9 | -1 | 103 | 3 | -3.7 | -33
14 | O=C(O)C1=C[C@H](c2ccccc2)C[C@H](OCc2ccc(CO)cc2)O1 | 0.1 | 18 | 2 | 1 | -12 | 100 | 5 | -1.5 | 24
15 | NC(=O)C1CCN(C(=O)c2ccc(Oc3ccccc3)cc2)CC1 | -1.0 | 13 | -3 | 12 | -12 | 104 | -6 | -3.9 | 12
16 | O=C(NC1CCCCC1)C(c1ccccc1)N(C(=O)c1csnn1)C1CCCC1 (configuration not stated) | 0.5 | 11 | -11 | -9 | -36 | 101 | -2 | -0.8 | 12
17 | Cc1ccc(Cn2cc(C(=O)c3ccc(F)cc3)c(=O)c3cc4c(cc32)OCCO4)cc1 | -2.9 | 7 | -2 | 1 | -10 | 114 | 4 | -5.4 | -6
18 | CCSc1ccccc1C(=O)Nc1cccc(OC)c1 | -1.0 | 2 | -19 | 5 | -5 | 99 | -2 | -1.5 | -38
19 | COCc1cc(=O)n2[nH]c(C)cc2n1 | -0.5 | 26 | -10 | -7 | -1 | 98 | 4 | -2.2 | 20
20 | COc1cc(S(=O)(=O)N2CCOCC2)ccc1NC(=O)COc1ccc(N(C)S(=O)(=O)c2ccc(C)cc2)cc1 | 3.4 | -3 | 10 | -8 | -4 | 102 | 1 | 1.5 | -19
21 | Cc1ccc(C(=O)CSc2nnc(-c3snnc3C)n2C2CC2)cc1 | -4.2 | -9 | -11 | 4 | -2 | 99 | 4 | -5.0 | 16
22 | Cc1cc(NS(=O)(=O)c2ccc(NC(=O)COc3ccc(Br)cc3)cc2)nc(C)n1 | 0.8 | 14 | -9 | -1 | -28 | 100 | 2 | -2.3 | 24
23 | CC1CN(C(=O)/C(C#N)=C2\N=C(NC(=O)c3ccc(F)cc3)c3ccccc32)CC(C)O1 (configuration not stated) | -2.0 | 15 | -3 | 15 | 3 | 90 | · | -3.8 | 8
24 | O=C(CN(Cc1ccccc1)C(=O)CCC(=O)Nc1nccs1)NCC1CCCO1 (configuration not stated) | -1.6 | 0 | 2 | 5 | -22 | 100 | 0 | -1.6 | 42
25 | O=C(CSc1nnc(-c2ccccn2)n1Cc1ccccc1)NC1CCCC1 | -0.5 | 18 | -12 | -1 | -24 | · | 2 | -1.2 | 4
26 | Cc1nn(CC(=O)NCCN2CCOCC2)c(=O)c2ccccc12 | -4.6 | 16 | 1 | -8 | -3 | 99 | 1 | -3.4 | 16
27 | O=S(=O)(Nc1nccs1)c1ccc(NS(=O)(=O)c2cccs2)cc1 | -2.8 | 14 | -5 | 0 | -7 | 96 | 4 | -3.3 | -2
28 | COc1cccc(NC(=O)CS(=O)(=O)Cc2nc(-c3ccc(C)cc3)oc2C)c1 | -1.6 | -3 | -3 | -23 | -33 | 101 | 1 | -2.3 | 18
29 | CCN(CC)C(=O)CSc1nnc(CCNC(=O)OC(C)(C)C)o1 | -1.2 | -1 | -11 | 3 | -4 | 96 | 2 | -1.8 | 16
30 | NS(=O)(=O)c1cccc(NC(=O)CCCC2CCCCC2)c1 | -1.1 | -12 | -2 | 0 | -15 | 103 | 0 | -4.5 | 32
31 | CC/C(=N\NC(=O)Nc1ccccc1)c1ccccc1 | -5.3 | 8 | -9 | -4 | -4 | 94 | 1 | -3.5 | -4
32 | COCC(C)NS(=O)(=O)c1ccc(NC(=O)c2ccccn2)cc1 (configuration not stated) | -3.2 | 34 | -17 | 2 | -8 | 93 | -3 | -3.3 | 25
33 | O=C(CN1C(=O)c2ccccc2S1(=O)=O)NCCc1ccccc1 | 1.1 | 0 | 0 | 23 | -8 | 94 | 6 | -1.0 | 13
34 | OCC(O)CSc1nc(-c2ccccc2)nc2c1CCC2 (configuration not stated) | -1.0 | 3 | -16 | -2 | -13 | 112 | 2 | -3.1 | -3
35 | COCCNc1cc(C)nc2cc(-c3ccc(C)cc3)nn12 | 0.5 | 5 | 0 | -4 | -3 | 107 | -3 | -1.5 | -8
36 | Cc1cccc(Nc2nnc(C)c(=O)n2N)c1 | -4.7 | -1 | -11 | -1 | -3 | 108 | 2 | -4.0 | 22
37 | NC(=Nc1ccc(N)cc1)C(N)=Nc1ccc(N)cc1 | -3.0 | -10 | 4 | -50 | 5 | 94 | 3 | -5.4 | 25
38 | Cc1cc(/C=C2/C(=O)N(C)C(=S)N2C)c(C)n1C1CC1 | -3.4 | 11 | 2 | 6 | -2 | 99 | -2 | -1.3 | 2
39 | CN1CCCN(C(=O)c2cccc(Br)c2)CC1 | -0.8 | 7 | 4 | 6 | -4 | 107 | 2 | 0.5 | 34
40 | O=c1cc[nH]c2cc(C(F)(F)F)ccc12 | -1.7 | 8 | -1 | 2 | 1 | 95 | 2 | -2.0 | 54
41 | CCOC(=O)CC(C#N)c1c[nH]c2ccccc12 (configuration not stated) | -2.7 | 0 | -7 | 5 | -5 | 98 | 1 | -2.8 | -5
42 | CC/C(=N\Nc1nncc2ccccc12)c1ccc(F)cc1 | -3.3 | -11 | -10 | 15 | -21 | 99 | -3 | -7.4 | 12
43 | Cc1noc(C(=O)NCc2cccnc2)c1Cl | -2.1 | 6 | -17 | 0 | 9 | 100 | -5 | -2.7 | 10
44 | COC(=O)c1ccc2c(c1)NC(=O)c1ccccc1S2 | -2.1 | 10 | 2 | 8 | -19 | 101 | -4 | -2.4 | 34
45 | O=C1CN(C(=O)c2cnccn2)c2ccccc2N1 | -4.7 | 25 | -14 | 6 | -3 | 98 | 5 | -4.2 | 20
46 | c1ccc2c(c1)ncn2CCCCOc1ccc2c(c1)CCC2 | -4.9 | 0 | -13 | -19 | -5 | 104 | -2 | -3.3 | 22
47 | O=C(Nc1cccc2ccccc12)c1cn(-c2ccccc2)nc1-c1cccs1 | 0.3 | -37 | -3 | -9 | -3 | 101 | 11 | -3.4 | 22
48 | CC(=O)c1cc(C)ccc1OC(=O)CCN1C(=O)C2C3c4ccccc4C(c4ccccc43)C2C1=O (configuration not stated) | -0.2 | -5 | 5 | -3 | 2 | 107 | 2 | 0.8 | 20
49 | C=CCn1c(SCC(=O)NCC(=O)OCC)nnc1-c1cccc(OC)c1 | 1.6 | 7 | -2 | 5 | -9 | 105 | 1 | -2.8 | -27
50 | COc1ccc(CCC(=O)OCC(=O)c2ccc(C)cc2)cc1 | 0.3 | -35 | -4 | 5 | -27 | 88 | 5 | -2.5 | 0
51 | CCc1nc2ccccc2n1Cc1ccc(F)cc1 | -2.0 | 5 | -4 | -9 | -4 | 100 | 4 | -1.1 | 57
52 | COc1ccc(C2C(C(=O)Nc3ccccc3OC)=C(C)Nc3ncnn32)cc1 (configuration not stated) | -4.6 | 6 | 7 | -2 | -9 | 98 | -4 | -0.4 | 11
53 | COC(=O)c1cc(NC(=O)c2ccco2)ccc1N1CCOCC1 | -1.2 | 17 | -10 | 2 | -6 | 95 | 7 | 0.1 | 52
54 | CCCCN1Cc2cc(C(=O)c3cc(OC)ccc3O)cnc2NC1=O | -0.7 | 32 | -14 | 0 | -1 | 100 | -2 | -0.7 | 7
55 | Cc1cccc(NC(=O)COC(=O)CCCC2=NS(=O)(=O)c3ccccc3N2)c1 | -2.0 | · | -4 | 4 | -15 | 97 | 4 | -0.3 | 58
56 | Cc1nc(C)c(C(=O)C2=C(O)C(=O)N(CCN(C)C)C2c2ccco2)s1 (configuration not stated) | -0.6 | 14 | -5 | -5 | -3 | 94 | 2 | -1.6 | 16

One compound at a time (already shown). Screens in order: VIM-2 inhibitor	SUMO HTRF inh	pCIP destab	NS3 helicase inh	FID counter	MEKK3 PB1 HTS	IDE cell activ	IMP-1 inh	PHOSPHO1 block
`Cc1nc(C)c(C(=O)C2=C(O)C(=O)N(CCN(C)C)C2c2ccco2)s1` (configuration not stated) is listed with -0.6	14	-5	-5	-3	94	2	-1.6	16
`C=CCn1c(SCC(=O)NCC(=O)OCC)nnc1-c1cccc(OC)c1` is listed with 1.6	7	-2	5	-9	105	1	-2.8	-27
`COC(=O)c1cc(NC(=O)c2ccco2)ccc1N1CCOCC1` is listed with -1.2	17	-10	2	-6	95	7	0.1	52

Next records
No. | molecule | VIM-2 inhibitor | SUMO HTRF inh | pCIP destab | NS3 helicase inh | FID counter | MEKK3 PB1 HTS | IDE cell activ | IMP-1 inh | PHOSPHO1 block
57 | O=c1[nH]n(-c2ccccc2)c(=O)c2ccccc12 | -2.0 | 10 | 0 | 28 | -7 | · | 6 | -2.8 | -9
58 | Cc1cc(C)n(Cc2cnc(N3CCOCC3)s2)n1 | 1.4 | 11 | -7 | 8 | -4 | 83 | 4 | -1.6 | 49
59 | O=Cc1ccc(OCCCOc2cccc3cccnc23)cc1 | 0.9 | 22 | -11 | -7 | -25 | 101 | -3 | -4.4 | 19
60 | COc1ccc2cc(C3(C)NC(=O)N(CC(=O)NCCC4=CCCCC4)C3=O)ccc2c1 (configuration not stated) | -1.3 | 8 | -3 | 7 | -25 | 98 | 6 | 0.2 | -9

Source: PubChem BioAssay
